# VIM-2 inh: inhibitors of Pseudomonas aeruginosa VIM-2 metallo-beta-lactamase | inhibition, % at 5.6 µM | 290,000 compounds, 0.89% hits | purified VIM-2, nitrocefin hydrolysis, epi-absorbance fluorescence | AID 1527;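 active = inhibition above the mean of all tested compounds plus 3 SD, cutoff set per screening run, cut at about 7.5% in these data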;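 also: red hydrolysis product quenches plate fluorescence so inhibitors raise well fluorescence; 0% = enzyme with DMSO and 100% = DMSO without enzyme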
# SUMO HTRF inh: SUMOylation inhibition; HTRF SUMOylation assay, SAE1/SAE2 + UBC9, in vitro; inhibition, % at 35 µM; 290,000 compounds, 0.36% hits; AID 2006; in the data active = inhibition above about 50%, passing the limit was not always enough; also: strong numbers were not always called active
# Target sequence (P63279 whole entry, looked up): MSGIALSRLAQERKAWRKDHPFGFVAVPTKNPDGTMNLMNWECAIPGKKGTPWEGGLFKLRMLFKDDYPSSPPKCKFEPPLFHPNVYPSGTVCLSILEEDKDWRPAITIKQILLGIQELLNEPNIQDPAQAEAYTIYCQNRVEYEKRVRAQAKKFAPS
# DNA FID counter: fluorescent intercalator displacement, NS3 helicase counter-screen. inhibition, % at 7.9 µM. DNA fluorescent intercalator displacement, fluorescence. 290,000 compounds, 0.17% hits. AID 1845; in the data active = inhibition above about 37%;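 also: 0% = vehicle and 100% = reference compound; higher means more ethidium bromide displaced from hairpin DNA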
# HCV NS3 hel inh: inhibitors of Hepatitis C virus NS3 helicase; NS3 helicase DNA unwinding, Cy5 molecular beacon fluorescence; inhibition, % at 10.9 µM; 290,000 compounds, 0.56% hits; AID 1800;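 active = inhibition above the mean of all tested compounds plus 3 SD, set per campaign, cut at about 35% in these data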;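 also: 0% = DMSO wells and 100% = thioflavine S control wells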
#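 System: NS3 helicase fragment of HCV / Schedule: 1 h at 25 °C / Control set: DMSO alone as 0% and 110 µM thioflavine S as 100% / Reagent: Cy5/quencher beacon DNA duplex and ATP to start / Technique: Cy5 fluorescence / Replication: singlicate / Evaluation: % inhibition of end-to-start signal ratio versus controls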
# MEKK2 mut-MEK5: signal of MEK5 binding to mutant human MEKK2 PB1 domain; bead flow cytometry, Alexa488-MEK5 binding to MEKK2 mutant; percent response, % at 10 µM; 290,000 compounds, 0.35% hits; AID 1530; in the data active = percent response above about 24%, passing the limit was not always enough; also: inactives centre near 1; some results filed as inactive read as strong as hits
# IMP-1 inh: inhibitors of Pseudomonas aeruginosa IMP-1 metallo-beta-lactamase. 290,000 compounds, 0.45% hits. inhibition, % at 5.6 µM. purified IMP-1, nitrocefin hydrolysis, epi-absorbance fluorescence;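 active = inhibition above the mean plus 3 SD of all compounds in the same screening run, cut at about 4.5% in these data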;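 also: 0% = IMP-1 with DMSO and 100% = DMSO wells lacking enzyme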
#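 Assay system: purified recombinant IMP-1 beta-lactamase. Input: IMP-1 0.2 nM before substrate addition. Buffer or medium: Zinc- and detergent-supplemented HEPES buffer, pH 7.1. Schedule: 25 °C, 15 min preincubation, 25 min reaction. Signal: Epi-absorbance fluorescence, 480 nm excitation, 530 nm emission. Evaluation: percent inhibition from optical density relative to buffer-blank wells.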
# PfM18AAP inh: blocks P. falciparum M18 aspartyl aminopeptidase; recombinant PfM18AAP, H-Glu-NHMec fluorogenic cleavage; inhibition, % at 7.35 µM; 290,000 compounds, 1.2% hits; AID 1822;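 active = inhibition above the campaign mean inhibition over all tested compounds plus 3 SD, cut at about 28% in these data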;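 also: 0% = plate median of test compound wells and 100% = 2 mM ZnCl2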
# NALP1 inh: inhibitors of NALP1 inflammasome in yeast. S. cerevisiae NALP1/ASC/caspase-1 growth, X-gal OD620, 72 h. inhibition, % at 10 µM. 280,000 compounds, 0.61% hits. AID 2071; in the data active = inhibition mostly above about 24%, no sharp cut-off; inactive = mostly below about 32%; also: some compounds called inactive have numbers as strong as hits
# MEKK2 WT-MEK5: raises or lowers MEK5 binding to wildtype human MEKK2 PB1 domain | Q9Y2U5 | bead flow cytometry, Alexa488-MEK5 binding to MEKK2 WT; actives lie on both sides | binding response (% of control), % at 10 µM | 290,000 compounds, 1.1% hits | AID 1531; in the data active = binding response below about 67% or above about 130%
# Starred values were filed as active, the others as inactive; . = no result given; & = joins results of further samples.
SMILES,VIM-2 inh,SUMO HTRF inh,DNA FID counter,HCV NS3 hel inh,MEKK2 mut-MEK5,IMP-1 inh,PfM18AAP inh,NALP1 inh,MEKK2 WT-MEK5
CC(C)NC(=O)NC(=O)COC(=O)c1ccccc1Oc1ccccc1,-3.2,14,-27,-1,5,-6.4,-6,4,104
COc1cccc(C(CC(=O)NCCN2CCOCC2)NS(=O)(=O)c2ccc(C)cc2)c1OC (stereo not drawn),-1.9,3,0,1,7,-2.5,-2,18,103
CC(=O)OCC1=C(C(=O)O)N2C(=O)[C@@H](NC(=O)Cc3cccs3)[C@H]2SC1,-1.3,24,-25,17,-2&1,-3.2,8,136*,104&95
COc1ccc(/C(O)=C2/C(=O)C(=O)N(CCN(C)C)C2c2cccnc2)cc1OC (stereo not drawn),-3.4,-7,-4,-5,0,-1.1,-3,20,106
CC(=O)N/C(N)=N/c1nc(=O)c2ccccc2s1,-2.4,18,-4,-3,13,-2.2,0,2,102
COc1ccc(-n2c(Cn3nnc4ccccc43)n[nH]c2=S)cc1,2.5,-2,-3,-5,-5,-0.8,38*,5,92
COc1cc(Br)c(C(C)NC(=O)c2ccccc2)cc1OC (stereo not drawn),0.2,14,-8,-17,5,0.5,9,16,108
CC(=O)c1nnn(-c2ccc(Cl)cc2C#N)c1C,1.7,1,-5,5,-13,-2.0,3,9,90
C/C(CCN1CCCCc2nc(C)c(C)cc21)=N\OC[C@@H](O)[C@H]1O[C@@H]2OC(C)(C)O[C@@H]2[C@H]1O,-6.3,3,-2,6,6,-3.2,-1,16,105
CC(C)CC(NC(=O)C1CCC(C)CC1)C(=O)NCc1ccco1 (stereo not drawn),-1.6,0,-11,-1,1,-2.7,2,1,100
O=C(C1CC(c2ccc(F)cc2)=NO1)N1CCCc2ccccc21 (stereo not drawn),-5.9,13,-11,-8,-2,-4.5,-10,5,97
CCCCNCCCOc1cccc(Cl)c1,-2.6,-8,11,1,2,-2.4,-10,18,105
O=C(CSCSCC(=O)NCC1CCCO1)NCC1CCCO1 (stereo not drawn),-4.2,16,5,-2,1,-3.4,-2,27,99
COCCn1c(-c2ccsc2)nc2c1c(=O)[nH]c(=O)n2CC(C)C,-2.0,12,-6,4,-3,-1.6,-1,31,94
CC1CCCCC1NC(=O)COC(=O)COc1ccc(Cl)cc1 (stereo not drawn),-2.0,2,-13,-4,11,-1.4,-3,-8,107
COc1ccc(CCNC(=O)CNC(=O)c2nn(-c3ccc(OC)c(OC)c3)c(=O)c3ccccc23)cc1OC,0.8,3,-48,1,6,-4.2,-2,6,104
O=C(NC1CCN(Cc2ccccc2)CC1)c1ccc(Cn2c(=S)[nH]c3ccc(N4CCOCC4)cc3c2=O)cc1,0.2,27,19,-57,26,-0.6,-10,-7,154*
COCCN(CC(=O)NC1CCCCC1)C(=O)c1csnn1,-2.5,-2,-1,1,-2,-2.5,2,14,97
CCN(CC)S(=O)(=O)c1ccc(NC(=O)c2ccccc2N(C)S(C)(=O)=O)cc1,-2.5,7,-13,4,-1,-1.3,-11,-2,94
Cc1csc(N/N=C/c2c(F)cccc2Cl)n1,2.1,-10,-4,23,-3,0.8,11,-7,101
CCCCc1n(CC(=O)c2ccc(Cl)cc2)c2ccccc2[n+]1C,-1.5,7,12,-24,4,-2.4,-7,4,104
Oc1ccc(C23CC4CC(CC(C4)C2)C3)cc1O,-2.4,-9,-10,11,4,-5.4,90*,12,99
CCCc1cc(=O)n2[nH]c(C)nc2n1,-2.0,22,0,-5,3,-2.1,2,8,103
Cc1ccc(S(=O)(=O)NCCNC(=O)CN2CCOCC2)cc1,-1.2,0,-5,11,2,-1.0,6,0,100
COCCCn1c2nc3ccccc3nc2c2c(=O)n(-c3ccccc3OC)cnc21,0.3,20,-7,3,-3,-3.4,2,-31,99
O=C(CN1C(=O)CCSc2ccccc21)Nc1ccccc1,2.6,7,-6,7,1,0.2,12,6,95
N/C(=N\O)c1ccccc1-n1cccc1,-1.9,4,-4,1,1,-1.7,2,21,102
CCNc1nc(NCC)nc(OCCNS(=O)(=O)c2cc(C)ccc2C)n1,-4.1,-13,-23,0,-2,-1.1,-12,-8,93
CCCCn1c(SCC(=O)N2CC(=O)Nc3ccccc32)nnc1-c1ccoc1C,0.5,11,-35,9,7,-3.9,2,0,98
COc1cccc(Oc2cn[nH]c2-c2ccc(O)cc2O)c1,-0.1,-5,2,-8,4,-1.8,10,-41,99
COc1cc(OC)c(C(=O)Nc2cccc3ccccc23)cc1OC,0.9,-7,-21,-6,1,1.1,4,22,103
CC1CCC(NC(=O)CCCn2sc3ccccc3c2=O)CC1 (stereo not drawn),-2.5,10,-40,8,4,-1.9,2,1,99
CN1CCN(c2ccc(S(=O)(=O)N3CCCCC3)cn2)CC1,-2.3,7,3,-4,1,-0.1,14,-8,103
Cc1ccc(-c2nn(-c3ccccc3)cc2C(=O)NN2CCN(C)CC2)cc1,-2.2,7,14,-36,-8,-2.8,2,20,94
Cc1ccc(S(=O)(=O)NC(=O)c2ccccc2C)cc1,-2.7,4,-1,4,4,-2.8,2,0,99
Cc1coc2c(C)c3oc(=O)c(CCC(=O)N[C@@H](C)C(=O)N[C@@H](Cc4ccccc4)C(=O)O)c(C)c3cc12,6.1,17,-19,-9,2,-2.6,6,-6,104
CCCCCc1cc(=O)oc2c(C(CCN3CCCCC3)c3ccc(OC)cc3)c(OC)cc(OC)c12 (stereo not drawn),.,5,.,.,67*,.,.,18,164*
O=c1c2ccccc2nc(-c2ccccc2Cl)n1O,-3.0,12,0,5,0,-2.6,4,-21,104
O=[N+]([O-])c1ccc(O)c(/C=N/n2c(-c3ccccc3)n[nH]c2=S)c1,-0.9,10,-1,7,3,-0.2,17,-6,104
CC(C)Cc1cc(C(=O)Nc2ccc(Br)cc2)no1,-2.4,2,-5,0,-10,-0.9,2,.,96
Cc1nn(-c2ccc(Cl)nn2)c(=O)c2ccccc12,1.3,23,2,-5,0,-2.8,-7,-4,93
NNC(=O)C(=O)Nc1ccc(O)cc1,-4.3,-5,-6,7,11,-3.1,-5,30,101
COc1cccc(/C=C/C(=O)N2CC(C)OC(C)C2)c1OC (stereo not drawn),-0.3,10,-18,6,-5,-0.4,-2,12,100
CC1(C)Nc2ccc(O)cc2-c2c1ssc2=S,-2.4,53,4,28,14,-3.0,15,-23,104
O=C(CCCN1C(=O)c2ccccc2C1=O)NC1CCCCCC1,-2.4,8,-12,2,4,0.9,6,21,100
CCOC(=O)C1CCN(C(=O)C2CCN(S(=O)(=O)c3c(C)noc3C)CC2)CC1,-2.9,3,-16,7,6,-3.9,4,16,109
O=C(CSc1nc(-c2cccs2)cc(C(F)(F)F)n1)Nc1cc(OCC(F)(F)F)cc([N+](=O)[O-])c1,-2.2,0,-2,-7,8,-0.4,7,31,119
O=C1CC(c2ccccc2)CC(O)=C1C=NCCCN1CCOCC1 (stereo not drawn),1.2,22,0,1,-11,-0.5,-8,-68,89

# A second format for 11 compounds above:
SMILES	VIM-2 inh	SUMO HTRF inh	DNA FID counter	HCV NS3 hel inh	MEKK2 mut-MEK5	IMP-1 inh	PfM18AAP inh	NALP1 inh	MEKK2 WT-MEK5
Cc1ccc(S(=O)(=O)NC(=O)c2ccccc2C)cc1	-2.7	4	-1	4	4	-2.8	2	0	99
Cc1coc2c(C)c3oc(=O)c(CCC(=O)N[C@@H](C)C(=O)N[C@@H](Cc4ccccc4)C(=O)O)c(C)c3cc12	6.1	17	-19	-9	2	-2.6	6	-6	104
CCCCCc1cc(=O)oc2c(C(CCN3CCCCC3)c3ccc(OC)cc3)c(OC)cc(OC)c12 (stereo not drawn)	.	5	.	.	67*	.	.	18	164*
O=c1c2ccccc2nc(-c2ccccc2Cl)n1O	-3.0	12	0	5	0	-2.6	4	-21	104
O=[N+]([O-])c1ccc(O)c(/C=N/n2c(-c3ccccc3)n[nH]c2=S)c1	-0.9	10	-1	7	3	-0.2	17	-6	104
CC(C)Cc1cc(C(=O)Nc2ccc(Br)cc2)no1	-2.4	2	-5	0	-10	-0.9	2	.	96
Cc1nn(-c2ccc(Cl)nn2)c(=O)c2ccccc12	1.3	23	2	-5	0	-2.8	-7	-4	93
NNC(=O)C(=O)Nc1ccc(O)cc1	-4.3	-5	-6	7	11	-3.1	-5	30	101
COc1cccc(/C=C/C(=O)N2CC(C)OC(C)C2)c1OC (stereo not drawn)	-0.3	10	-18	6	-5	-0.4	-2	12	100
CC1(C)Nc2ccc(O)cc2-c2c1ssc2=S	-2.4	53	4	28	14	-3.0	15	-23	104
O=C(CCCN1C(=O)c2ccccc2C1=O)NC1CCCCCC1	-2.4	8	-12	2	4	0.9	6	21	100

# (listing goes on)
SMILES,VIM-2 inh,SUMO HTRF inh,DNA FID counter,HCV NS3 hel inh,MEKK2 mut-MEK5,IMP-1 inh,PfM18AAP inh,NALP1 inh,MEKK2 WT-MEK5
O=C(NCCN1CCOCC1)c1cccnc1SCc1ccccc1Cl,-2.1,20,5,-3,0,-2.8,0,21,99
Cc1nn(CC2CC2)c(=O)n1-c1ccc(F)cc1,-4.3,-7,-2,-6,3,-3.5,3,5,115
CC(=O)Nc1ccc(N/C=C2/CCCC2=O)cc1,1.7,24,-4,-9,-1,-0.5,-7,14,102
CN1C(=O)COc2ccc(C(=O)c3oc4ccccc4c3-c3cnc4c(c3)COc3ccccc3-4)cc21,-1.4,4,4,-2,0,-3.0,-9,-1,96
O=C(OCc1nc2ccccc2s1)[C@@H]1CCCN1S(=O)(=O)c1ccccc1F,-3.2,4,-19,-3,22,-4.3,-6,15,106
Cc1occc1C(=O)Nc1cccc(C(=O)NCc2ccccc2)c1,0.3,0,-14,-7,-3,-2.0,-4,36,100
Cc1ccc(/C(O)=C/c2nc3cc(C)ccc3oc2=O)cc1,3.4,2,-19,12,-22,-0.1,39*,17,86
COc1cc2c(cc1OC)-c1nnc(-c3cccs3)n1C1(CCCC1)C2,-2.1,34,-13,2,2,-2.6,-1,27,100
Cc1cc(C(=O)N/N=C/c2cc(Cl)cc([N+](=O)[O-])c2O)n[nH]1,-2.9,8,-3,8,-7,-2.4,-3,-2,97
O=C(CCN1C(=O)/C(=C\c2ccccc2)SC1=S)N1CCCCC1,2.5,9,-13,3,-6,1.9,-30,14,105

# Screening data as filed in PubChem BioAssay.

# An unsorted share of the library. About 4.7% of those tested had a hit in this group.
